ELG1 genotox – qHTS screen for small molecules that induce genotoxicity in human embryonic kidney (HEK293T) cells expressing luciferase-tagged ELG1; HEK293T ELG1-luciferase reporter, luminescence, 16 h; Potency, µM (highest dose often 46 µM), for the others: at the top dose activity change, positive = activation, usual class: activators; 330,000 compounds, 1.3% hits; AID 504466, 2011; further: % of control where 0% means no effect; nearly all actives have a fitted effect of over 60% in size
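Genotoxicity was scored as increased ELG1-luciferase reporter signal, measured by ONE-Glo luminescence (30 min, room temperature). Compound or vehicle exposure of the HEK293T reporter cells lasted 16 hr at 37°C.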
NPC1 promoter act – qHTS Assay for NPC1 Promoter Activators | Huh7 NPC1 promoter luciferase reporter, 24 h | Potency, µM (doses to about 9.22 µM), for inactives: top-dose activation, hits mostly activators | 320,000 compounds, 2.4% hits;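 further: % of control where 0% means no effect; nearly all actives have a fitted effect of over 60% in size; reporter is driven by a mutant NPC1 promoter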
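NPC1 promoter–luciferase Huh7 cells; 24 h compound; luminescence.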
Rab9 promoter act – qHTS Assay for Rab9 Promoter Activators; Huh7 Rab9 promoter-luciferase reporter, luminescence, 24 h; 320,000 compounds, 2.8% hits; Potency, µM (doses to about 9.22 µM), for inactives: at the highest dose activation, negative = inhibition, actives largely listed as activators; AID 485297, 2010; further: % of control where 0% means no effect; nearly all actives have a fitted effect of over 60% in size
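Luminescence from Amplite-detected luciferase (10 minutes, ambient) reports Rab9 promoter activation. Before that, stable Rab9-luciferase Huh7 cells (1500/well, reduced-serum OP-MEM I plus 10% FBS) were exposed to compound for 24 hours at 37C.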
MBNL1-CUG inh – qHTS Assay for Inhibitors of MBNL1-poly(CUG) RNA binding; Muscleblind-like protein 1 (Homo sapiens), Q9NR56; TR-FRET MBNL1-His/biotin-(CUG)12 binding, 665/545 ratio; Potency, µM (titrated, usually from 57.5 µM), inactives show at the highest dose activity change, negative = inhibition, usual class: inhibitors; 280,000 compounds, 0.036% hits; active means well fitted inhibition curve with a large enough effect in the signal ratio, with a control signal flat, not every such curve was filed as active; inconclusive means small, poorly fitted or top-dose-only effect, or effect the other way, or a change in a side signal; inactive means no such curve, though single readings can be large or run the other way; the % refers to the signal ratio; further: on the % scale 0 is the no-effect control and ±100 the full control effect
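Inhibition of protein-RNA binding appears as loss of TR-FRET between terbium anti-His antibody on MBNL1-His and streptavidin-XL665 on biotin-(CUG)12. Activity is normalized to buffer-only and uninhibited-complex controls.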
BRCA1 expr up – qHTS Assay to Identify Small Molecule Activators of BRCA1 Expression. AID 624202, 2012. Potency, µM (doses to about 46.1 µM), for inactives: top-dose activation, usual class: activators. MCF7-BRCA1-FFLuc reporter, luminescence, 48 h; response scale: scaled: vehicle 0%, 10 µM genistein 100%. 380,000 compounds, 1.1% hits; further: nearly all actives have a fitted effect of over 80% in size; some results filed as inactive show a strong effect at the top dose
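MCF7-BRCA1-FFLuc, 2000 cells/well; 2 h attach, 37 °C/5% CO2; compound 48 h; luciferase substrate 15 min; luminescence end-point. Norm. to genistein 10 microM max activation and DMSO; concentration-response curves fitted.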
RORg inh – qHTS for inhibitors of ROR gamma transcriptional activity | Nuclear receptor ROR-gamma (Mus musculus), P51450 | Drosophila S2 Gal4-RORgamma UAS-luciferase reporter, 20 h | Potency, µM (doses to about 53.6 µM), inactives show top-dose activity change, negative = inhibition, usual class: inhibitors | 310,000 compounds, 5.4% hits | AID 2551, 2010; further: on the % scale 0 is the no-effect control and ±100 the full control effect; nearly all actives have a fitted effect of over 60% in size
Target sequence (P51450 whole entry, looked up, the tested form may be a part): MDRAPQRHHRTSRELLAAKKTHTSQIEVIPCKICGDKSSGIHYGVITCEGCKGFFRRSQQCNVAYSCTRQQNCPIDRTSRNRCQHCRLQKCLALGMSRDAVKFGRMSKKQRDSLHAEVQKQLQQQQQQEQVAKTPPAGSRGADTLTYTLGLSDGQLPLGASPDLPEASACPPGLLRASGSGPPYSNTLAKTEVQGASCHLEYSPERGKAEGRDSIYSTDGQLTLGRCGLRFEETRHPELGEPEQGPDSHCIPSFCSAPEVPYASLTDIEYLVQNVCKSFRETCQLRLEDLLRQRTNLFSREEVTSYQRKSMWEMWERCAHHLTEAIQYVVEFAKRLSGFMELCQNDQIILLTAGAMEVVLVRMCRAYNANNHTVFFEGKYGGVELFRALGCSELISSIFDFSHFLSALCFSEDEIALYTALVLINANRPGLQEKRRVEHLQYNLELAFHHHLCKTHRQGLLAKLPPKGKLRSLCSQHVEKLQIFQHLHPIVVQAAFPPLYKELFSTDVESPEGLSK
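Stably transfected Drosophila Schneider cells are the test system, with ROR gamma fused to Gal4 and luciferase under UAS control; luminescence is read after 20 hr of 700 uM copper sulfate induction at ambient temperature.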
uPA surface inh – qHTS for Inhibitors of Cell Surface uPA Generation; cell surface uPA generation assay, qHTS; Potency, µM (top dose mostly 38.3 µM), for the others: top-dose activity change, negative = inhibition, most hits filed as inhibitors; 330,000 compounds, 0.31% hits; AID 540303, 2011; active means well fitted inhibition curve with a large enough effect; inconclusive means small, poorly fitted or top-dose-only effect; inactive means no such curve, though single readings can be large or run the other way; tested in mouse RAW 264.7 cells; further: on the % scale 0 is the no-effect control and ±100 the full control effect; nearly all actives have a fitted effect of over 55% in size
p53 reactivator – qHTS assay for re-activators of p53 using a Luc reporter | H1299 p53-A138V BP100-luciferase reporter, luminescence, 24 h | Potency, µM (highest dose often 92.2 µM), without a hit: top-dose activity change, positive = activation, actives largely listed as activators | 320,000 compounds, 0.063% hits; further: % of control where 0% means no effect; nearly all actives have a fitted effect of over 45% in size
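p53-null H1299 cells stably carrying temperature-sensitive p53-A138V and a BP100-luciferase reporter were pinned with compounds (4-point, 1:5 series) and held 24 hrs at 37 deg C. Luminescence was read 10 min after detection reagent.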
FLuc counter – qHTS profiling assay for firefly luciferase inhibitor/activator using purifed enzyme and Km concentrations of substrates (counterscreen for miR-21 project); Luciferin 4-monooxygenase (Photinus pyralis), P08659; AID 588342, 2011; purified FLuc, Km substrates, luminescence inhibition; Potency, µM (doses to about 57.5 µM), inactives show top-dose activity change, negative = inhibition, most hits filed as inhibitors; 360,000 compounds, 6.9% hits;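 further: plate controls were vehicle for no effect and reference inhibitor for full effect; nearly all actives have a fitted effect of over 55% in size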
Target sequence (P08659 whole entry, looked up): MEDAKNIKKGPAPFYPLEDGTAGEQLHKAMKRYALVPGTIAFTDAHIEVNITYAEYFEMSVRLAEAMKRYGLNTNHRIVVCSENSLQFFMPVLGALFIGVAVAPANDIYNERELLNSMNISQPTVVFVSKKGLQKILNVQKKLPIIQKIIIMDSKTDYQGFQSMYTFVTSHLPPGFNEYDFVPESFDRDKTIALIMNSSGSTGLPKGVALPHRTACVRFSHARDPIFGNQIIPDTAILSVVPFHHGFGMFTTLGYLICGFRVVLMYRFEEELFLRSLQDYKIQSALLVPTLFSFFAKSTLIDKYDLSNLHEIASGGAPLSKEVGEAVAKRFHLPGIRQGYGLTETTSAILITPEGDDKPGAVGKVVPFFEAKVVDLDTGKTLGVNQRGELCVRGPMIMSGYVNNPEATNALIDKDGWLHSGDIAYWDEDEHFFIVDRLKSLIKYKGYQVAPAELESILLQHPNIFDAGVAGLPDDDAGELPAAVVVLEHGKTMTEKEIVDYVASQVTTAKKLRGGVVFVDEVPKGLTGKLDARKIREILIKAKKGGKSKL
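Purified P. pyralis luciferase (10nM final) with 10uM D-luciferin and 10uM ATP (Km levels) in 50mM Tris acetate pH 7.5, 10mM Mg acetate, 0.01% Tween-20, 0.05% BSA; qHTS 6-point titration, ~60 µM downward; luminescence read.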
MLL CXXC-DNA inh – qHTS Fluorescence Polarization Assay for Inhibitors of MLL CXXC domain - DNA interaction | AID 2662, 2010 | MLL-CXXC / FITC-HOXA9 DNA fluorescence polarization | Potency, µM (top dose mostly 115 µM), inactives show top-dose activity change, negative = inhibition, usual class: inhibitors | Histone-lysine N-methyltransferase 2A (Homo sapiens), Q03164 | 290,000 compounds, 0.037% hits; active means well fitted inhibition curve with a large enough effect in the polarisation, with a control signal flat, not every such curve was filed as active; inconclusive means small, poorly fitted or top-dose-only effect, or effect the other way, or a change in a side signal; inactive means no such curve, though single readings can be large or run the other way; the % refers to the polarisation
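Steps: dispense CXXC domain solution (7 uM) → pin compounds or unlabeled HOX-A9 DNA control → 5 min ambient → add FLSN-HOX-A9 solution (50 nM) → spin → 30 min ambient → fluorescence polarization. Tris pH 7.5/NaCl/DTT/BSA buffer.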
VP16 counter – VP16 counterscreen qHTS for inhibitors of ROR gamma transcriptional activity; 310,000 compounds, 3.5% hits; Potency, µM (titrated, usually from 53.6 µM), inactives show at the highest dose activity, negative = inhibition, usual class: inhibitors; Drosophila S2 Gal4-VP16 UAS-luciferase, luminescence, 20 h; AID 2546, 2010;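 further: Gal4-VP16 expression switched on by copper sulfate through the metallothionein promoter; on the % scale 0 is the no-effect control and ±100 the full control effect; nearly all actives have a fitted effect of over 50% in size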
Active calls of the source: *; ? = inconclusive; . = not tested or not shown; & = joins results of further samples; [ ] = another dose, or the depositor's remark. Unless noted, the call rests on the fitted dose curve; in most records, active means well fitted curve in the direction sought with a large enough effect; inconclusive means small, poorly fitted or top-dose-only effect, or another doubt; inactive means no such curve, though single readings can be large; an effect the other way counts as inactive or inconclusive. Potency means the concentration at half of the fitted maximal effect. Only part of the results is shown (hit frequency here may not be typical).

SMILES	ELG1 genotox	NPC1 promoter act	Rab9 promoter act	MBNL1-CUG inh	BRCA1 expr up	RORg inh	uPA surface inh	p53 reactivator	FLuc counter	MLL CXXC-DNA inh	VP16 counter
CN(C)CCCn1c(SCC(=O)N2CC(=O)Nc3ccccc32)nc2ccccc2c1=O	0%	-4%	14%	-11%	-9%	2%	-2%	8%	-3%	?	3%
Cc1cccc(NC(=O)c2nc[nH]c2C(=O)N[C@@H](Cc2ccccc2)C(=O)OC(C)(C)C)c1	-9%	-1%	-4%	3%	-93%[inhibitor]	3.2µM*	?	-1%	2%	5%	7.1µM*
O=C(c1cccc(C(F)(F)F)c1)C1CCCN(C(=O)CN2CCCC2=O)C1 (stereo not drawn)	11%	15%	?	?	7%	-3%	3%	4%	?	8%	15%
Cc1c(C(=O)N/N=C/C(C)C)[nH]c2c([N+](=O)[O-])cccc12	0%	3%	0%	?	-59%	2.2µM*	-10%	-7%	1%	9%	-22%
c1ccc(CNc2ncnc3nc[nH]c23)nc1	-2%	-2%	-3%	-2%	-18%&16%	-29%	12%	1%	9%	2%	1%
CCCCNC(=O)CC(=O)Nc1ccccc1C(=O)O	2%	-6%	-1%	-6%	-5%	-1%	-1%	-6%	2%	3%	-13%
c1ccc2sc(Sc3ncnc4sccc34)nc2c1	0%	-7%	-15%	-10%	-53%	10µM*	-17%	?	0.95µM*	10%	?
Cc1nc(N2CCCCC2C)c2c(C)c(C(=O)Nc3ccccc3C(F)(F)F)sc2n1 (stereo not drawn)	-10%	0%	1%	47%[activator]	-22%	12%	-6%	1%	-9%	9%	-15%
O=C(O)c1cccc(NC(=O)C2CC(=O)N(Cc3ccccc3)C2)c1 (stereo not drawn)	-1%	2%	-5%	-3%	-26%	-13%	-4%	-2%	0%	7%	-2%
COc1ccc(NC(=O)CS(=O)(=O)c2cn(CC(=O)N3CCOCC3)c3ccccc23)cc1	3%	0%	-6%	-7%	18%	7%	7%	1%	2%	2%	-10%
CC[n+]1ccc(C)c2cc(P(=O)(c3ccccc3)c3ccccc3)ccc21	-7%	-3%	-31%[inhibitor]	?	2%	-5%	0%	0%	2%	1%	3%
O=C(CSC1=NCCS1)c1ccc(Cl)cc1	?	-1%	-1%	-2%	-27%	?	2%	6%	-4%	-7%	-5%
O=C(CC1CCCC1)Nc1ccc(Br)cc1	?	?	?	-2%	?	42%	0%	?	17µM*	?	5%
CCOC(=O)Cc1csc(NC(=O)CSc2nc3cccnc3n2CC)n1	-6%	16%	0%	10%	-34%	-4%	1%	0%	2%	-3%	-5%
OCCN(CCO)CC(O)Cn1c2ccccc2c2ccccc21 (stereo not drawn)	0%	5%	4%	0%	0%	0%	-4%	-6%	4%	0%	-9%
Cc1ccccc1NC(=O)CSc1ccc(-c2cccnc2)nn1	0%	?	0%	-2%	1%	12%	-1%	-16%	3%	?	-4%
CCCc1cc(=O)[nH]c(SCC(=O)N2CCCc3ccccc32)n1	2%	-2%	-2%	-6%	-17%	-1%	0%	-3%	-3%	9%	6%
O=C(Nc1cc(C(=O)N2CCOCC2)cc(C(=O)N2CCOCC2)c1)c1cc(F)c(F)cc1Cl	0%	-5%	-5%	-5%	-1%	1%	6%	5%	9%	-8%	0%
Cc1c(N)cccc1-n1cccc1	0%	-2%	-1%	-11%	-8%	18%	0%	-1%	-6%	-2%	-5%
CC(C(=O)Nc1ccc(F)c(F)c1F)N(C)CC(=O)Nc1ccccc1Br (stereo not drawn)	-4%	-1%	-4%	-1%	3%	-2%	-1%	-10%	-1%	6%	-6%
CN1CCN(c2ccc(NC(=O)c3ccc(C(F)(F)F)cc3)cn2)CC1	-2%	-2%	0%	-10%	-18%	-7%	-8%	21%	-1%	5%	-10%
Cc1ccc(/C=N/NC(=O)c2cc3ccccc3cc2O)o1	5%	19%	5%	?	3%	1.4µM*	1%	27%	9.5µM*	2%	1.6µM*
Cc1c(NC(=O)CN2CCN(c3ccc([N+](=O)[O-])cc3)CC2)c(=O)n(-c2ccccc2)n1C	-6%	-2%	-9%	?	9%	?	0%	-2%	-1%	5%	-17%
COc1cc(/C=N/NC(=O)CCN2CCN(c3ccccc3)CC2)cc(OC)c1OC	-5%	-1%	0%	.	28%	23%	1%	-10%	-7%	-15%	10%
Cc1ccc(CN2C(=O)c3ccccc3C2C(=O)NCc2cccnc2)cc1 (stereo not drawn)	0%	-5%	4%	6%	-2%	1%	-3%	0%	7%	5%	2%

More structures
SMILES	ELG1 genotox	NPC1 promoter act	Rab9 promoter act	MBNL1-CUG inh	BRCA1 expr up	RORg inh	uPA surface inh	p53 reactivator	FLuc counter	MLL CXXC-DNA inh	VP16 counter
COCCNC(=O)Cn1c(=O)n(Cc2ccc(C(=O)NCCc3ccc(OC)c(OC)c3)cc2)c(=O)c2ccccc21	1%	-1%	-5%	1%	-17%&-9%	-14%	-1%	5%	4%&-9%	-4%	0%
Cn1nc(-c2ccccc2)c(CO)c1Sc1ccccc1	-2%	1%	-2%	-8%	-7%	-1%	-2%	-1%	-7%	4%	11%
CC1CCCCC1NC(=O)Cn1c(CN2CCCCC2)nc2ccccc2c1=O (stereo not drawn)	-1%	2%	6%	4%	-1%	-3%	6%	-17%	5%	-1%	3%
CC1(c2nnc(-c3ccccc3)o2)CC(c2cccnc2)=NO1 (stereo not drawn)	4%	-3%	-7%	-1%	-6%	-17%	16%	-1%	0%	?	-22%
CCC(C)(CCNC(=O)Cc1ccccc1)c1ccccc1OC (stereo not drawn)	-3%	-1%	-9%	-4%	1%	19%	10%	-3%	0%	5%	-7%
O=C(Nc1ccccc1)N1CCN(c2ncccn2)CC1	0%	-3%	0%	-6%	1%	-15%	2%	-6%	0%	-7%	-2%
Cc1ccc(S(=O)(=O)N(C)CCCC(=O)NC(C)(C)CO)cc1	2%	-3%	1%	0%	-12%	-6%	0%	-1%	-1%	-2%	1%
COc1ccc(NC(=O)COC(=O)CCCc2c[nH]c3ccccc23)cc1OC	2%	-3%	0%	-10%	-6%	14%	.	19%	0%	5%	0%
O=C(NC1CCCN(Cc2ccc(Cl)cc2)C1)c1cccc(F)c1 (stereo not drawn)	-3%	0%	-4%	2%	-16%	13%	6%	7%	-2%	0%	4%
Cc1cc(F)ccc1NCc1cccnc1	9%	-5%	0%	1%	0%	3%	-3%	1%	2%	1%	-1%
Cc1ccc(/C=C/C(=O)NC(=S)N2CCN(c3ccc(F)cc3)CC2)cc1	1%	-5%	0%	.	16%	?	1%	-3%	2%	-25%	-8%
O=[N+]([O-])c1ccc(NC(=S)NCCc2ccccc2)cc1	?	12%	-4%	?	-40%	-12%	-8%	?	?	9%	16%
COc1cc(C(=O)Nc2scc(-c3ccccc3)c2C(=O)O)cc(OC)c1OC	-7%	1%	-3%	-2%	-27%	2%[1.91 µM]	0%	2%	-10%	?	-5%
CC(C)(C)NC(=O)C(c1ccncc1)N(C(=O)CNC(=O)c1ccco1)c1ccc2c(c1)OCO2 (stereo not drawn)	0%	2%	-4%	1%	-13%	25%	1%	8%	-2%	-3%	7%
COc1cc(NS(=O)(=O)c2ccc(C)c(C)c2)c(OC)cc1Cl	3%	-2%	-3%	-3%	-60%	8%	-8%	0%	1%	-6%	4%
CC(=O)Nc1ccc(S(=O)(=O)Nc2ccc3c(c2)OCO3)cc1	-7%	0%	-3%	4%	3%	?	0%	1%	-2%	-2%	-3%
O=C(NC(=S)Nc1ccccc1)c1cncc(C#Cc2ccccc2)c1	3%	2%	7%	1%	46%	10%	4%	6%	-14%	23%	2%
O=C(NCc1ccc(Cl)cc1Cl)C(=O)N1CCCCC1	4%	0%	-3%	-8%	25%	13%	0%	-3%	-1%	0%	2%
